Compound activity deposited in PubChem BioAssay by several laboratories.
FLuc inh counter: Photinus pyralis luciferase inhibition counter-screen; 200,000 tested, 1.5% active; ATPLite firefly luciferase biochemical luminescence, 10 min; AID 1006; P08659; inhibition, % at 10 µM;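 active = inhibition above about 50% when tested at 10 µM, limit read from the data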
Target sequence (P08659 whole entry, looked up): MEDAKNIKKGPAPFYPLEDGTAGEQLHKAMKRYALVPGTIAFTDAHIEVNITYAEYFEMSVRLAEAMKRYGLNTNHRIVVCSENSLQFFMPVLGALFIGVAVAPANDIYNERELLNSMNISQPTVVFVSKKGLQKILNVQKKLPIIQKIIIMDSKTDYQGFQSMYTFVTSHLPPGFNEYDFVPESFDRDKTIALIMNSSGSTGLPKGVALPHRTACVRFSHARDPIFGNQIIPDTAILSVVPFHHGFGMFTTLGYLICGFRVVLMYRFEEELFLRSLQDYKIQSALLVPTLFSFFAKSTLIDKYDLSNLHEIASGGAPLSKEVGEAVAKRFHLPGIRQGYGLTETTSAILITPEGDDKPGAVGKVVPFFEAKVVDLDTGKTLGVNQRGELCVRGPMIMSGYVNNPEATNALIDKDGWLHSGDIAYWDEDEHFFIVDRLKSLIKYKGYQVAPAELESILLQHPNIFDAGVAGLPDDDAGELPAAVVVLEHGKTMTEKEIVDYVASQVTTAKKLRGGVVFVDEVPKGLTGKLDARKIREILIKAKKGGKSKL
APP 5'UTR act: APP 5'UTR luciferase reporter activation; SH-SY5Y APP 5'UTR luciferase reporter, luminescence; zero percent = DMSO vehicle wells; activation, % at 2 µM; 190,000 tested, 1% active;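 active = activation above a set limit, based on mean plus 3 SD of controls, cut at about 140% in these data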; also: values of inactives mirror those of a sister screen read the other way
ROMK mod: modulates human ROMK potassium channel activity. Tet-inducible ROMK, thallium flux fluorescence; actives lie on both sides. P48048. B-score at 10 µM. AID 1918. 130,000 tested, 2% active;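 active = signal ratio slope over the read window, or its plate-corrected B-score, at least 3 SD from the plate mean, either direction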;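 also: B-score of the F/F0 ratio slope over 7 to 12 s after thallium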
Target sequence (P48048 whole entry, looked up): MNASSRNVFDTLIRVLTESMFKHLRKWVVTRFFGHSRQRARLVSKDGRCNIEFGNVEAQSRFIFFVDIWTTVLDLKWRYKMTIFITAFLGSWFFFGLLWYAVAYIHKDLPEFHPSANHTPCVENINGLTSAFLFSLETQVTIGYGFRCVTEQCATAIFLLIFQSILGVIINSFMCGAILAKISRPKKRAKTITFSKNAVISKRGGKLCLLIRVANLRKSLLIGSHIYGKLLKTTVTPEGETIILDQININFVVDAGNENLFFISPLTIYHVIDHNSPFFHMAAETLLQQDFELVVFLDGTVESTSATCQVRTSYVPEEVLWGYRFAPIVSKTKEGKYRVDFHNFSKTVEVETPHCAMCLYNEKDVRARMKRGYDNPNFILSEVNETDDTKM
FLuc act counter: firefly luciferase counter-screen for stimulation assays. P08659. ATPlite luciferase biochemical, luminescence, 10 min; 0 = ATP-free wells, 1 = DMSO control. activation factor at 10 µM. 200,000 tested, under 10 active;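 active = luciferase activation factor, scaled between plate controls, of at least 2 with compound at 10 µM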
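Material: luciferase plus luciferin reagent, cell-free. Medium: PBS buffer for ATP. Also added: ATP substrate, dispensed from a 10.24 µM working solution in PBS. Doses: test compounds dosed from 2 mM stocks in 100% DMSO. Incubation: 10 min post-reagent at room temperature. Technique: light output (luminescence). Read-out basis: luminescence gain marking luciferase activators.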
STAT1 blocker: reduces IFN-gamma driven STAT1 reporter signal. NIH 3T3 STAT1-luciferase reporter, luminescence. inhibition, % at 5.5 µM. 200,000 tested, 0.35% active. AID 920;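 active = inhibition above a set limit, the mean inhibition across all tested compounds plus 3 SD, cut at about 34% in these data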;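 also: 0% = IFN-gamma with DMSO and 100% = IFN-gamma with 300 µM nifuroxazide; values of inactives mirror those of a sister screen read the other way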
STAT3 activator: increases IL-6 driven STAT3 reporter signal; U3A cells, IL-6 STAT3-luciferase reporter, luminescence; 100% = signal with IL-6 EC80 alone; activation (% of control), % at 5.6 µM; 190,000 tested, 0.91% active; AID 871;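 active = activation above the screen-wide mean of compound activation plus 3 SD, cut at about 130% in these data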;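 also: 0% = background luminescence of wells with medium and substrate only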
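Material: STAT1-lacking human U3A cells, STAT3 luciferase reporter | Benchmarks: IL-6-only wells as 100% reference | Probe or stimulus: IL-6 (33 ng/mL) | Timing: Compound 1 h, then IL-6 6 h at 37 °C | Detection: Luminescence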
STAT3 blocker: reduces IL-6 driven STAT3 reporter signal; U3A cells, IL-6 STAT3-luciferase reporter, luminescence; host cell line lacks STAT1; inhibition, % at 5.5 µM; 190,000 tested, 0.89% active; AID 862;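 active = inhibition above the mean inhibition across all screened compounds plus 3 SD, cut at about 44% in these data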;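 also: 0% = DMSO only wells and 100% = 100 µM nifuroxazide control wells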
NF-kB expr up: NF-kB expression increase, human neuronal cells; NF-kB reporter expression; stronger effect = higher value; fold change at 12.5 µM; 190,000 tested, 1.6% active; in the data active = fold change above about 3.3
STAT1 activator: activators of IFN-gamma induced STAT1 signaling; activation (% of control), % at 5.5 µM; AID 932; NIH 3T3 STAT1-luciferase reporter, luminescence; 100% = IFN-gamma alone, no compound; 200,000 tested, 2.6% active;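 active = activation above the screen-wide mean activation plus 3 SD, cut at about 130% in these data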;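 also: raw ratio to IFN-gamma control signal so 100% means no change and 0% no light; values of inactives mirror those of a sister screen read the other way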
APP 5UTR inh: APP translation inhibition | SH-SY5Y APP 5'UTR-luciferase reporter, luminescence | inhibition, % at 2 µM | 190,000 tested, 0.82% active;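 active = inhibition above a set limit, derived from the sample mean plus 3 SD, cut at about 45% in these data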; also: values of inactives mirror those of a sister screen read the other way
Active calls of the source: *; . = no result given. Not all compounds are listed; the hit share may differ from the screen's.

Compound	STAT3 blocker	NF-kB expr up	FLuc inh counter	ROMK mod	FLuc act counter	STAT1 activator	STAT1 blocker	APP 5UTR inh	STAT3 activator	APP 5'UTR act
CCCCc1nc2ccccc2c(=O)n1-c1ccccc1O	12	0.92	0	-0.017	1	93	7	11	93	-11
CC(O)(CS(=O)(=O)c1ccccc1)C(=O)Nc1ccc(C(F)(F)F)cc1 (stereo not given)	-3	1.3	-2	.	1	104	-4	13	108	-13
O=C(c1ccncc1)C12CN3CN(CN(C3)C1)C2	-4	1.1	0	.	1	98	2	6	107	-6
O=C1CCN(C(=O)Cc2ccccc2[N+](=O)[O-])CC1	-2	1	-7	-0.76	1.1	94	4	6	110	-6
O=C(C1CCN(c2nc3ccc(Br)cc3s2)CC1)N1CCC2(CC1)OCCO2	63*	0.83	1	.	1	108	-9	-36	47	36
CC(C)CN1CCN(Cc2ccccc2C(F)(F)F)CC1CCO (stereo not given)	-4	1	-6	-0.014	1.1	101	-2	-6	108	6
COc1ccc(-c2csc(NC(=O)COC(=O)Cc3ccccc3)n2)cc1OC	10	1	-4	-0.23	1	105	-6	10	95	-10
Cc1cccc(N/N=C(\C(N)=O)C2=NC(C)(C)Cc3ccccc32)c1	5	1.3	-5	-3*	1.1	96	4	10	99	-11
CC(=O)OC1(c2ccccc2)CCN(C)C(C)C1C (stereo not given)	6	1	-5	.	1.1	97	0	-1	98	1
O=c1[nH]c(=S)n(Cc2ccc(F)cc2)c(O)c1C=NCc1cccnc1	-6	1.1	-7	0.15	1.1	108	-9	-12	109	12
O=C(COc1ccc(Cl)cc1)NC1CN2CCC1CC2 (stereo not given)	4	0.87	0	.	1	100	-1	-7	100	7
O=Cc1cn(Cc2cccc(F)c2)c2ccccc12	-6	0.93	-7	-1.9	1.1	95	5	24	107	-24
CCCCC(=O)N/N=C/c1c(O)n(CC)c(=S)n(CC)c1=O	10	1.3	-5	-0.48	1	94	7	-7	94	7
COc1ccccc1CC1C(=O)C2CCN1CC2 (stereo not given)	-6	0.84	-9	.	1.1	101	-1	2	106	-2
Cn1c(O)c(C=NCc2cccs2)c(=O)n(C)c1=O	6	1.1	-4	.	1	100	0	-1	100	1
C[C@]12CC[C@@H](O)C[C@@H]1CC[C@@H]1[C@@H]2CC[C@]2(C)[C@@H](O)CC[C@@H]12	-3	0.94	-6	.	1.1	104	-5	-6	105	6
COc1ccc(CCNCc2ccc(OC)c(OC)c2OC)cc1	1	0.95	1	0.001	1	95	5	9	104	-9
COc1ccccc1-n1c(O)c(C=NC2CC2)c(=O)[nH]c1=O	0	1	-5	-1.4	1.1	100	0	20	104	-20
O=C(O)[C@@H]1C[C@H]1[C@@H](NP(=O)(c1ccccc1)c1ccccc1)c1ccccc1	-10	1	-10	0.063	1.1	102	-2	-4	106	3
O=C(c1sc2ccccc2c1Cl)N1CCC2(CC1)OCCO2	-1	1.2	0	.	1	104	-5	-8	104	8
CCN1C(=O)/C(=C/c2ccc(N(CC)CC)cc2OC)C(=O)NC1=S	6	1	7	-0.45	0.9	90	9	-8	100	8
O=c1[nH]c(=O)n(-c2ccc(F)cc2)c(O)c1C=Nc1ccccc1N1CCCC1	18	1.2	-7	.	1.1	100	0	-2	89	2
CC(=O)OC1N=C(c2ccc(Cl)cc2)c2cc(Br)ccc2NC1=O (stereo not given)	-3	0.84	-4	.	1	98	2	-13	106	13
C[N+]1=C(/C=C/Nc2ccccc2)C(C)(C)c2ccccc21	-1	0.67	7	-1.9	0.9	89	12	-16	100	16
CCOC(=O)c1c(N)n(CCN2CCCCC2)c2nc3ccccc3nc12	0	1.1	-2	.	1	103	-3	10	105	-10
COc1ccc(OCC(=O)Nc2ccc(Cl)cc2C(=O)c2ccccc2)cc1	6	0.93	-6	-0.34	1.1	100	0	6	101	-6
COc1cccc(CNCCc2ccccc2)c1OC	10	1.2	-9	-0.17	1.1	102	-3	-15	96	15
O=c1[nH]c(=S)n(CCC2=CCCCC2)c(O)c1C=NC1CCN(Cc2ccccc2)CC1	25	0.92	4	.	1	102	-2	-4	80	4
COc1nc(NC(C)C)nc(NC(C)C)n1	-6	1.1	-7	0.12	1.1	102	-2	-10	105	10
Cc1ccc(S(=O)(=O)N(C)C)cc1NC(=O)C(C)[N+]12CCN(CC1)CC2 (stereo not given)	5	0.93	0	0.083	1	109	-12	-2	97	2
CN1c2ccccc2Oc2ccccc21	-4	1.1	-5	.	1.1	94	7	-2	102	2
Cn1c2ccccc2c2c(C(=O)N3CCC4(CC3)OCCO4)cn(C3CCCC3)c(=O)c21	-1	0.44	-8	-0.34	1.1	102	-2	-5	100	5
CN(C)CCN=Cc1c(O)n(-c2cccc3ccccc23)c(=O)[nH]c1=O	16	1.2	-3	.	1	98	2	-12	89	12
Cc1c(NC(=O)C(C)OC(=O)Cc2ccccc2)c(=O)n(-c2ccccc2)n1C (stereo not given)	3	1.2	-4	-0.17	1	101	-1	5	104	-5
Cc1cccc(C)c1NC1=NCCCCS1	4	1.1	-6	.	1.1	104	-4	-6	101	6
COc1ccccc1N1CCN(Cc2cc(C)c(C)cc2O)CC1	13	1.1	-6	-1.2	1.1	98	2	-9	94	9
O=[N+]([O-])c1ccc(N2CCOCC2)c2ccncc12	-9	1	-6	1.8	1.1	93	7	13	112	-13
Cc1cc(N2CCOCC2)nc2ccc(NC(=O)CCC(=O)N3CCC4(CC3)OCCO4)cc12	-14	1.3	20	.	0.8	109	-10	-29	115	29
O=C(N=Nc1c(O)[nH]c(=O)[nH]c1=O)C1COc2cc3ccccc3cc2O1 (stereo not given)	9	1	3	0.98	1	103	-4	-28	95	28
CCOC(=O)N(CC)c1ccc(C(O)(C(=O)OC)C(F)(F)F)cc1 (stereo not given)	12	1.2	0	-0.0048	1	98	2	-6	93	6
CC(NC(C)(C)C)C(=O)c1cccc(Cl)c1 (stereo not given)	22	1.2	0	.	1	90	11	-6	83	6
CCNC(=O)NNC(=O)C1CC(c2cccnc2)=NO1 (stereo not given)	-9	1	-2	0.0024	1	110	-14	16	113	-16
FC(F)(F)c1ccc2c(c1)nnn2C1CCN(Cc2nnnn2Cc2ccccc2)CC1	-12	0.57	-2	.	1	92	10	10	113	-10
Cc1ccccc1-n1c(-c2ccoc2)nc2ccccc2c1=O	14	1.3	1	-0.023	1	99	-2	18	92	-18
CCCCC1(CCCC)C(=O)NC(=Nc2cccc(C)c2)NC1=O	0	0.85	2	.	1	93	8	-10	103	10
CCOC(=O)C(O)(c1ccc(N(CC)S(=O)(=O)c2ccccc2)cc1)C(F)(F)F (stereo not given)	-3	1	-9	-1.3	1.1	104	-4	1	104	-1
O=C(Oc1c(Cl)cc(Cl)c2ccccc12)N1CCCCC1	2	1.1	-1	.	1	98	2	-11	99	11
CCCCn1c(O)c(C(CC)=NCCc2ccccc2)c(=O)[nH]c1=O	12	0.62	-4	-2.3	1	91	9	11	95	-11
CCCC(=O)NC(Oc1ccccc1Cl)C(Cl)(Cl)Cl (stereo not given)	-1	1.1	-10	0.91	1.1	97	3	-16	105	16
COc1ccc(N=Nc2c(O)[nH]c(=S)[nH]c2=O)cc1	26	2.1	59*	-0.78	0.4	127	-27	-58	82	58
CNCCc1c[nH]c2ccccc12	-10	0.84	1	0.016	1	96	4	2	108	-2
COc1cc2c(cc1/C=C/[N+](=O)[O-])OCO2	-4	2.4	-2	.	1	103	-5	23	106	-23
O=C1/C(=C/c2cccc([N+](=O)[O-])c2)N2CCC1CC2	-2	1.1	4	-2	1	97	3	-16	102	16
COc1ccc(-c2nc3ccccc3n2OC(=O)N(C)C)cc1	8	1.6	-5	0.87	1.1	108	-8	-18	97	18
O=C(COC(=O)Cc1ccccc1)Nc1ccc(Cl)cn1	-2	1.1	-2	-1.1	1	103	-7	-8	106	8
CNP1(NC)=NC(C(F)(F)F)=NC(C(F)(F)F)=N1	1	1.1	1	.	1	103	-3	-4	103	4

Looked up one by one from above, 2 records:
Compound	STAT3 blocker	NF-kB expr up	FLuc inh counter	ROMK mod	FLuc act counter	STAT1 activator	STAT1 blocker	APP 5UTR inh	STAT3 activator	APP 5'UTR act
CNCCc1c[nH]c2ccccc12	-10	0.84	1	0.016	1	96	4	2	108	-2
CNP1(NC)=NC(C(F)(F)F)=NC(C(F)(F)F)=N1	1	1.1	1	.	1	103	-3	-4	103	4

Continuation:
Compound	STAT3 blocker	NF-kB expr up	FLuc inh counter	ROMK mod	FLuc act counter	STAT1 activator	STAT1 blocker	APP 5UTR inh	STAT3 activator	APP 5'UTR act
CCOC(=O)CC1=C(C(=O)OCC)C2(C(=O)N1CC(=O)OC)C(C#N)=C(N)Oc1ccccc12 (stereo not given)	-1	0.92	-4	.	1	102	-3	6	104	-6
CCOC(=O)C1CCCN(c2ccc([N+](=O)[O-])c3nonc23)C1 (stereo not given)	15	1	1	.	1	94	5	-6	91	6
COP(=O)(NS(=O)(=O)c1ccccc1)OC	-6	0.94	-4	0.38	1	98	1	-2	109	2
Cc1c(C(=O)N2CCC3(CC2)OCCO3)sc2ncnc(N3CCN(c4ccccn4)CC3)c12	6	0.46	-7	-0.14	1.1	99	3	6	98	-6
CCC(=O)c1c(O)n(C2CCCCCC2)c(=O)[nH]c1=O	-1	1.1	-8	.	1.1	99	1	-4	104	4
CCc1nnc(NC(=O)CCc2nc(C3=CCN(C)CC3)no2)s1	-3	.	-5	.	1.1	99	2	-20	104	20
CCN(CC)CCN=Cc1c(O)n(C2CCCCCC2)c(=O)[nH]c1=O	11	0.94	-8	.	1.1	99	1	.	96	.
COc1cc(/C=C2\C(=O)NC(=O)N(c3ccc(C)cc3)C2=O)cc(OC)c1O	-4	1.1	-2	0.87	1	106	-9	-12	108	12
CP(C)(=O)CCC(=O)O	3	0.95	0	.	1	93	7	-2	103	2
Cc1nc2c(c(C)nn2-c2ccccc2)c(C)c1CCC(=O)N1CCC2(CC1)OCCO2	18	0.52	-7	-0.031	1.1	95	4	16	88	-16
Nc1ccc(C2(c3ccc(N)cc3)c3ccccc3-c3ccccc32)cc1	3	1	-3	-0.23	1	86	16	-32	101	32
N=c1ccccn1Cc1ccccc1	6	0.89	3	2.8*	1	103	-3	5	96	-5
C=CCn1c(O)c(C(C)=Nc2ccc(N(C)C)cc2)c(=O)[nH]c1=O	3	0.97	-1	.	1	102	-2	-14	101	14
CCCCCCOc1ccc(CN2CCN(CC)CC2)cc1	-5	1.1	14	-3.9*	0.9	105	-5	-145	109	145*
COc1ccc(N=Cc2c(O)n(Cc3cccs3)c(=O)[nH]c2=O)cc1	27	1.3	-6	.	1.1	91	8	3	79	-3
CCCn1cc(C(=O)O)cn1	-3	1	-5	-0.84	1	105	-6	-1	102	1
O=[P+](Cc1ccccc1)Cc1ccccc1	2	1	-8	.	1.1	102	-2	7	101	-7
